Bioassay records: PubChem BioAssay, several laboratories
cardiac RTF act = increases calcium sensitivity of human cardiac regulated thin filaments; P19429+P45379; IANBD-labeled TnC RTF fluorescence at EC20 calcium; 0% EC20 calcium, 100% full calcium; activation, % at 7.2 µM; 0.24% of 340,000 active; AID 493008;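 active = activation above the mean over all tested compounds plus 3 SD, cut at about 30% in these data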;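 also: rise in fluorescence read as greater calcium sensitivity of cardiac thin filaments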
MOR-DOR ag = agonists of human mu-delta opioid receptor heterodimerization. P35372+P41143. cells, OPRM1-OPRD1 heterodimerization, luminescence. activation, % at 9.3 µM. 0.3% of 340,000 active. AID 504326; in the data active = activation above about 18%;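 also: 0% = vehicle-treated cells and 100% = reference agonist; values of inactives mirror those of a sister screen read the other way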
V-ATPase pHluor = yeast V-ATPase proton transport regulation by pHLuorin | 0.37% of 350,000 active | S. cerevisiae, pHLuorin cytosolic pH fluorescence | response, % at 10 µM; in the data active = response mostly above about 7.3%, no sharp cut-off; inactive = mostly below about 5.4%; also: actives read high; inactives centre near 0; some compounds called inactive have numbers as strong as hits; reference of the scale not given here
HTR5A inv ctr = counter-screen for OPRM1-OPRD1 inverse agonists: human HTR5A inverse agonism; HTR5A cell line, luminescence; inhibition, % at 9.3 µM; 0.083% of 340,000 active; AID 504634; in the data active = inhibition mostly above about 23%, no sharp cut-off; inactive = mostly below about 18%;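 also: 0% = cells with DMSO and 100% = no-cell wells with DMSO; some compounds called inactive have numbers as strong as hits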
Target sequence (P47898 whole entry, looked up): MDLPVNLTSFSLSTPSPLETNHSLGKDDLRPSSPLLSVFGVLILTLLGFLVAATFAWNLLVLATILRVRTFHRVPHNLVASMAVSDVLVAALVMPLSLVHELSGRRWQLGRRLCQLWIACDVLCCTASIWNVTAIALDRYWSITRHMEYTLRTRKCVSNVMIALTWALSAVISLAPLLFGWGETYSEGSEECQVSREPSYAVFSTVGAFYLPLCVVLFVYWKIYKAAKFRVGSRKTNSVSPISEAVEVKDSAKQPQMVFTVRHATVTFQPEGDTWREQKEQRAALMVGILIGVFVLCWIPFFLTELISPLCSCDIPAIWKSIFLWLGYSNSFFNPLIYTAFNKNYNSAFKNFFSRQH
HTR5A ag = HTR5A agonism, opioid heterodimer counter-screen | P47898 | HTR5A agonist assay, luminescence, cell-based | activation, % at 9.3 µM | 0.61% of 340,000 active; in the data active = activation mostly above about 9.5%, no sharp cut-off; inactive = mostly below about 7.6%;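 also: 0% = cells with vehicle only and 100% = reference agonist; strong numbers were not always called active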
Cardiac RTF inh = cardiac RTF calcium desensitization. IANBD-labeled cardiac RTF, Ca2+ fluorescence. P19429+P45379. inhibition, % at 7.15 µM. AID 493244. 0.12% of 340,000 active;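 active = inhibition above the mean inhibition of all tested compounds plus 3 SD, cut at about 17% in these data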;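 also: assay run at fixed EC70 calcium of 1.6 mM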
C-LANA FP = KSHV C-LANA DNA binding inhibition; 0.078% of 340,000 active; MBP-C-LANA/FAM-LBS DNA binding, fluorescence polarization; inhibition, % at 9 µM;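 active = highest replicate inhibition at or above 60% at 9 µM, even if other replicates fall short; inactive = all replicates below 60% inhibition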;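 also: 0% = neutral control wells and 100% = 4 µM acridine orange control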
CAL PDZ FP = blocks peptide binding to the human CAL PDZ domain | Q9HD26 | purified CAL PDZ, TMR-peptide fluorescence polarization, 1 h | inhibition, % at 24.9 µM | 0.92% of 300,000 active | AID 602252;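 active = mean inhibition of at least 30% with at least half of replicates also reaching 30%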;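 also: 0% = DMSO neutral control and 100% = excess unlabeled competitor peptide PRC23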
Keap1-Nrf2 PPI = inhibitors of human Keap1-Nrf2 protein-protein interaction. Keap1 Kelch-Nrf2 peptide fluorescence polarization, 1536-well. inhibition, % at 9.4 µM. Q14145. 0.15% of 340,000 active; in the data active = inhibition above about 12%;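 also: human Keap1 Kelch domain with fluorescein labeled Nrf2 9mer peptide probe; 0% = neutral control wells and 100% = peptide positive control; higher means more block of Keap1 binding to Nrf2 peptide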
Target sequence (Q14145 whole entry, looked up, the tested form may be a part): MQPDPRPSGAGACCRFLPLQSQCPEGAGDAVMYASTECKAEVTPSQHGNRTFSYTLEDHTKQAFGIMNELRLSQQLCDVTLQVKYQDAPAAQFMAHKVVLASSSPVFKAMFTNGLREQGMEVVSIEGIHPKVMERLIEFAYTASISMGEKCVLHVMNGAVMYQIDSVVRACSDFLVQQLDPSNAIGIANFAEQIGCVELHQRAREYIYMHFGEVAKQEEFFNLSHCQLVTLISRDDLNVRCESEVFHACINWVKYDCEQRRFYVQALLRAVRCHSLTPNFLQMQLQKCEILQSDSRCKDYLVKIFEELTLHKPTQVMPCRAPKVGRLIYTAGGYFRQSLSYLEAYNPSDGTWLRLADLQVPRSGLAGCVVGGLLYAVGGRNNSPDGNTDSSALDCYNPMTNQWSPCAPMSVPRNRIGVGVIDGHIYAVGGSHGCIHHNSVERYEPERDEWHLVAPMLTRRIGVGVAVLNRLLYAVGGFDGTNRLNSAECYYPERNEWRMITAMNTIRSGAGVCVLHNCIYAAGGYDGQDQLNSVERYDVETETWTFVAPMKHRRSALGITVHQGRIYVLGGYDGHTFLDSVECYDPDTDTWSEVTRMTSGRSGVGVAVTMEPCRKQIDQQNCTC
MOR-DOR inv ag = mu-delta opioid heterodimer inverse agonism; P35372+P41143; cell-based MOR-DOR heterodimer luminescence; inhibition, % at 9.3 µM; 0.21% of 340,000 active; in the data active = inhibition above about 22%, passing the limit was not always enough;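 also: 0% = cells with DMSO and 100% = wells without cells with DMSO; values of inactives mirror those of a sister screen read the other way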
* hit, by the source's call; . = not tested or not shown. Random draw from the library; 2.8% or so of the library scored in one or more.

SMILES	cardiac RTF act	MOR-DOR ag	V-ATPase pHluor	HTR5A inv ctr	HTR5A ag	Cardiac RTF inh	C-LANA FP	CAL PDZ FP	Keap1-Nrf2 PPI	MOR-DOR inv ag
O=C(NC1CCCCC1)N(Cc1cc2cc3c(cc2[nH]c1=O)OCCO3)CC1CCCO1 (stereo unspecified)	-3	0.2	-1	-8	3	-5	1.6	.	-1	-1
O=C(CSc1nnc(-c2ccc(Cl)cc2)n1-c1ccccc1)N/N=C/c1ccccc1C(=O)O	-3	3.6	1	15	8	3	0.0	.	3	-19
NC(=O)CC(NC(=O)Cc1ccc(Br)cc1)c1ccc(NC2CCCCCCC2)c([N+](=O)[O-])c1 (stereo unspecified)	-3	0.2	11	11	-3	2	0.5	0	-5	-1
CC(=O)c1cccc(NC(=O)Nc2ccc(C(=O)N3CCCC3)cc2)c1	-3	-0.8	2	-36	0	1	-0.1	-31	-4	4
CC1(c2nnc(Cc3ccccc3)o2)CC(c2ccccc2)=NO1 (stereo unspecified)	-8	-2.2	12	-9	5	-2	-0.7	0	0	12
COc1ccc(Cl)cc1NC(=O)CN(C)C(=O)CN1C(=O)NC(C)(C)C1=O	-5	-1.8	2	6	-1	-3	0.2	.	-3	7
Cc1ccc(CNC(=O)C2CCN(c3nn4c(=O)cc(C)nc4s3)CC2)cc1	-2	-2.3	-1	6	5	-1	0.5	-2	-3	13
COc1ccc(CCNC(=O)Cc2ccc(NC3=NC4CS(=O)(=O)CC4S3)cc2)c(OC)c1 (stereo unspecified)	2	-1.8	0	-20	2	-4	-1.4	-3	0	11
O=c1[nH]cc(-c2ccc(Br)cc2)n1Cc1ccccc1	-4	-0.7	6	2	-1	-1	0.7	1	-3	3
CCOC(=O)c1c(C)n(C)c2ccc(OC)c([N+](=O)[O-])c12	1	-2.0	4	-12	0	-8	-1.2	-1	-2	13
CCOC(=O)c1cc(C(C)(C)C)oc1CN	0	-0.3	-2	10	4	-8	-1.1	-2	-5	2
COC(=O)C1=C(C)NC(C)=C(C(=O)OC)C1c1ccco1	7	-3.3	-1	13	8	-14	0.3	91*	2	17
COc1ccc(C(=O)OCC(=O)Nc2c(C)n(C)n(-c3ccccc3)c2=O)cc1OC	-3	-0.3	1	-7	3	3	1.8	-3	-3	1
CCOC(=O)c1c(NC(=O)COC)sc(C(C)=O)c1C	1	1.0	0	-8	-4	-11	1.8	.	5	-5
CC(C)(C)N(Cc1ccc2c(c1)OCO2)C(=O)/C=C\S(=O)c1ccccc1 (stereo unspecified)	-7	-2.5	2	14	-4	7	-2.7	-6	2	12
CC1(C)CC(=O)C(C=NCC(N)=O)=C(O)C1	1	-1.2	1	-5	0	-1	0.5	0	0	7
COc1ccc(-c2cc(C(=O)N/N=C/c3cccnc3)c3cc(C)cc(C)c3n2)cc1	-2	0.0	1	0	0	-6	-0.3	-1	-4	0
CCOCCCNC(=O)/C(C#N)=C/c1ccc(Cl)c([N+](=O)[O-])c1	3	4.0	4	5	-3	-4	-0.6	25	-3	-22
CC(=O)c1cccc(NC(=O)c2cnccn2)c1	0	-0.6	0	-22	1	-11	2.6	.	4	3
CCN(CC(=O)NCc1ccc(F)cc1)C(=O)COc1ccccc1[N+](=O)[O-]	0	0.1	-2	10	-4	-10	-1.1	-5	-1	0

The last 2 records of the part above are carried over, then new ones follow.
SMILES	cardiac RTF act	MOR-DOR ag	V-ATPase pHluor	HTR5A inv ctr	HTR5A ag	Cardiac RTF inh	C-LANA FP	CAL PDZ FP	Keap1-Nrf2 PPI	MOR-DOR inv ag
CC(=O)c1cccc(NC(=O)c2cnccn2)c1	0	-0.6	0	-22	1	-11	2.6	.	4	3
CCN(CC(=O)NCc1ccc(F)cc1)C(=O)COc1ccccc1[N+](=O)[O-]	0	0.1	-2	10	-4	-10	-1.1	-5	-1	0
Cc1ccc(F)c(NC(=O)c2cncn2-c2ccccc2)c1	-1	-0.9	-1	8	0	-18	-2.1	.	-6	7
COc1ccc(C)cc1-n1c(N)c(C#N)c(C#N)c1-c1ccc(OC)c(OC)c1OC	-2	-0.9	-6	2	-1	-14	0.5	-2	-2	5
O=S(=O)(NC1CCCCC1)c1ccc(F)c2ccccc12	-3	7.5	13	-12	6	0	-1.6	0	-6	-41
O=C1CN(Cc2ccccc2)CC(=O)N1	2	-1.9	-6	3	3	-2	5.0	-5	1	11
Cc1ccc(CNC(=O)CNC(=O)c2ccc(Br)o2)cc1	-7	-3.0	7	17	4	0	-0.6	-2	-4	15
COC(=O)C(Cc1cnc(Cl)s1)(C(=O)OC)c1ccc(C(F)(F)F)cc1[N+](=O)[O-]	8	6.9	14	-1	5	-1	-1.3	10	3	-41
CCOc1ncccc1C(=O)NCCN1C(=O)S/C(=C/c2cccs2)C1=O	-3	3.9	-3	7	-2	-2	-0.5	0	-3	-28
CCCc1[nH]nc2c1C(c1cn[nH]c1-c1ccc(F)cc1)C(C#N)=C(N)O2 (stereo unspecified)	2	0.3	-1	-2	9	-18	1.4	1	-3	-2
COc1ccc(C(=O)NNC(=O)c2ccc(F)c(S(=O)(=O)N3CCOCC3)c2)cc1	-3	2.5	-8	9	-2	0	0.8	.	-4	-12
Cc1ccc(Nc2ccc([N+](=O)[O-])ccc2=O)cc1	-2	3.4	-12	-4	2	-1	-0.3	3	6	-17
COc1ccc(S(=O)(=O)N2CCC(C(N)=O)(N3CCCCC3)CC2)cc1OC	-2	-0.6	-3	-19	-1	-14	0.0	-2	0	3
COc1cc(Cl)ccc1OCc1cc(C(=O)NC(C)Cc2cccnc2)no1 (stereo unspecified)	1	-1.0	-3	-5	-2	7	1.3	-1	0	6
CCc1ccccc1NC(=O)[C@@H]1CCC(=O)N1C1OC(=O)c2ccccc21 (stereo partly specified)	8	-3.4	-2	22	5	-4	1.8	-3	3	17
CCCCCC(=O)NCC(C)NC(=O)CCCCC (stereo unspecified)	2	-0.7	0	-4	0	-3	2.0	3	-1	4
Cn1c(=O)[nH]c(=O)c2c1nc(CN1CCN(c3ccc(F)cc3)CC1)n2CCc1ccccc1	-2	-0.3	0	-9	0	-8	-0.7	-3	-2	2
COc1ccccc1CN(C)CC(=O)Nc1cccc2ccccc12	0	0.8	-2	30	3	-3	-0.8	-6	1	-5
COc1ccc(NC(=O)c2c(C)nn(-c3ccccc3)c2Cl)cc1	4	-2.3	-1	10	-1	-5	-1.1	1	-4	11
CCCCOc1ccc(CC(=O)NCC(=O)O)cc1	-8	-1.4	0	12	2	-1	0.4	-3	-4	7
CCOc1ccccc1N(CC(=O)NCCSc1ccccn1)S(=O)(=O)c1ccc(C)cc1	-2	1.1	-3	-88	30*	-23	-0.8	-2	-5	-7
O=C(COc1cc(Cl)c(Cl)cc1Cl)N1CCN(c2ccccn2)CC1	.	.	-1	.	.	.	0.2	-10	0	.
CCCCn1nnc(NC(=O)c2ccc([N+](=O)[O-])cc2Cl)n1	8	1.6	2	-8	-4	-5	0.4	67*	-3	-8
Cc1cc(C)n(S(=O)(=O)c2ccc(C)c(C)c2C)n1	3	-1.9	0	1	0	5	0.6	1	7	11
Cc1nn(-c2ccccc2)c(N2CCCC2)c1/C=N/NC(=S)Nc1ccccc1C(F)(F)F	-4	1.2	-2	14	-5	-1	0.5	1	6	-7
COc1ccc(NC(=O)c2ccc3c(SCC(=O)O)c4c(nc3c2)CCCC4)c(OC)c1	-3	-1.8	0	-15	-1	-6	0.9	.	-6	9
CCn1cc(C(=O)NP(=O)(Nc2ccc(C)cc2)Nc2ccc(C)cc2)c2ccccc21	-2	-2.0	-3	10	-4	7	0.6	-3	-2	11
COC(=O)c1ccccc1OCC(=O)N1CCN(c2ccc(Cl)cc2)CC1	-7	2.9	-4	-7	2	-4	12	-1	1	-17
Clc1ccccc1/C=N/c1cc(-c2ccccc2)nn1-c1ccccc1	6	-1.7	0	14	3	3	0.1	-2	-6	10
Cc1ccccc1C(=O)Nc1cc(NC(=O)c2ccccc2C)cc(C(=O)O)c1	3	-2.4	-3	-27	1	-2	-0.7	.	-3	12
CC(=O)c1ccccc1OCCOc1ccccc1C(C)=O	-7	-4.0	-3	2	0	2	-1.0	-4	-4	19
NS(=O)(=O)c1ccc(CCNC(=O)CN2C(=O)NC(c3ccccc3)(c3ccccc3)C2=O)cc1	1	0.7	-1	1	0	-11	1.9	-2	-2	-3
C=CC(COCc1ccccc1)N(Cc1ccc(OC)cc1)S(=O)(=O)c1ccccc1Br (stereo unspecified)	-6	-1.9	2	-2	4	10	0.4	-3	-5	10
O=C(CNc1ccccc1)N/N=C/c1ccc([N+](=O)[O-])cc1	-4	4.8	3	12	1	0	-1.2	-3	2	-34
CC1CCCN(C(=O)CN2C(=O)c3ccccc3S2(=O)=O)C1 (stereo unspecified)	0	-2.9	-6	22	-4	-3	2.2	3	2	12
CCc1ccc(C2c3[nH]c4ccccc4c3CCN2C(=O)c2ccc(=O)n(C)n2)cc1 (stereo unspecified)	-1	-2.0	2	-25	1	5	1.3	11	-2	10
CCCCN(CC)Cc1ccc(CNC(=O)Nc2ccc(OCC)cc2)o1	-4	0.1	3	11	-5	-8	-0.1	1	-5	0
C=CCn1c(SCC(=O)c2ccc(F)cc2)nnc1-c1ccc2c(c1)OCO2	1	-1.8	7	9	-4	-3	-0.4	0	0	9
CC(=O)c1cc2c(cc1N(C(=O)c1ccco1)C(C(=O)NC1CCCC1)c1ccccc1F)OCO2 (stereo unspecified)	2	-1.7	3	-5	-1	-24	1.4	.	0	11
COc1ccc(C(=O)Cn2c(C(=O)/C=C/c3ccccc3)nc3ccccc32)cc1	5	2.9	3	-15	-1	-9	0.4	0	-4	-16
Cc1c(NC(N)=O)c(=O)n(-c2ccccc2)n1C	-1	-5.3	0	2	-2	-15	13	-2	-1	25
NNC(=O)CNC(=O)C12CC3CC(CC(C3)C1)C2	0	1.6	1	-6	2	1	1.0	4	-5	-9
O=C(NC1CCCC1)c1ccc2nc[nH]c2c1	-3	2.3	0	5	-2	-9	-2.0	-1	-3	-9
Cn1c(CCc2ccccc2)nnc1SCC(N)=O	-3	-1.1	3	-15	4	-5	-2.8	-3	-5	5
CCOC(=O)N1CCN(C(=O)C2CC(=O)N(c3ccc(OC)cc3)C2c2ccc(OC)cc2)CC1 (stereo unspecified)	-2	-2.4	2	-4	2	-19	-0.1	-3	-3	14
Cc1nc(C(=O)O)nn1-c1cc(Cl)ccc1Cl	1	-1.9	5	16	-7	-1	0.6	-1	-4	9
O=C(NC1CCN(Cc2ccccc2)CC1)c1ccccc1NS(=O)(=O)c1ccc(F)c(F)c1	-4	-1.4	1	3	-1	-4	1.1	.	-1	8
CCCC(=O)NCC(c1cccs1)S(=O)(=O)c1ccc(C)cc1 (stereo unspecified)	1	2.1	0	-13	-1	-1	1.5	2	-4	-11
CC(=O)Nc1ccc(S(=O)(=O)NC(C(=O)O)C(C)C)cc1 (stereo unspecified)	-2	-0.5	-2	-3	3	-10	0.5	-2	1	3
CN(C)c1ccc(C(=O)c2ccc(N(C)C)c3ccccc23)cc1	3	-1.0	.	0	9	-1	-0.5	-3	1	6
C/C(N)=C(/C#N)C(=O)CSc1nc2ccccc2c(=O)n1-c1ccccc1C	7	-1.3	2	3	-1	-1	0.4	-5	6	7
